TSG101-PTAP inh = qHTS Assay for Iinhibitors of HIV-1 Budding by Blocking the Interaction of PTAP/TSG101 | Tumor susceptibility gene 101 protein (Homo sapiens), Q99816 | Fluorescence polarization, FITC-PTAP peptide / Tsg101 binding | Potency, µM (series often up to 115 µM), inactives show at the highest dose activity change, negative = inhibition, usual class: inhibitors | 340,000 tested, under 10 active; active = well fitted inhibition curve with a large enough effect in the main read-out, with a control signal flat, not every such curve was filed as active; inconclusive = small, poorly fitted or top-dose-only effect, or effect the other way, or a change in a side signal; inactive = no such curve, though single readings can be large or run the other way; also: potency is read from the fitted curve at half-maximal effect; % of control where 0% means no effect
Target sequence (Q99816 whole entry, looked up): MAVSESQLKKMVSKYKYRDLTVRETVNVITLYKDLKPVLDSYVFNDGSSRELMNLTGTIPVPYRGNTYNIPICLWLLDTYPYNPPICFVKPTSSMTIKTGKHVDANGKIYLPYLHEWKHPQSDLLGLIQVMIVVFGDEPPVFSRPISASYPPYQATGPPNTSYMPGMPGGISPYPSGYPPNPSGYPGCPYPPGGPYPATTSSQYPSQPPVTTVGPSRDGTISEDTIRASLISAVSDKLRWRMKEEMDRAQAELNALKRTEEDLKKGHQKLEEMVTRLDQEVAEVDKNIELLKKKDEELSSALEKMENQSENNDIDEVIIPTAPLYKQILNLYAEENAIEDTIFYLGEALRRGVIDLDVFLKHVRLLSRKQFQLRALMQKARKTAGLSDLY
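Tsg101 binding domain (10 uM final) was mixed with compound and a FITC-labeled PTAP peptide (50 nM final) in HEPES pH 7.5 buffer with NaCl, Tween 20, EDTA and TCEP; fluorescence polarization was read after 20 min at r.t.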
Mito fusion yeast = qHTS Assay for Small Molecule Inhibitors of Mitochondrial Division or Activators of Mitochondrial Fusion; Potency, µM (series often up to 46.1 µM), for inactives: at the highest dose growth rescue (activation), most hits filed as activators; actives 0.23% (n = 320,000); S. cerevisiae fusion-defective mutant growth rescue, CellTiterGlo 48 h; AID 485298, 2010;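 also: potency is read from the fitted curve at half-maximal effect; % of control where 0% means no effect; nearly all actives have a fitted effect of over 45% in size; temperature-sensitive fusion mutants such as fzo1-1 at 37 °C on non-fermentable ethanol glycerol medium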
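Luminescent cell viability in 1536-well qHTS format served as the measure of rescued growth in ts fusion-mutant S. cerevisiae cultured on non-fermentable YPEG for 48 hours at 37C.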
Integrin act MD = qHTS for Activators of Integrin-Mediated Alleviation for Muscular Dystrophy; AID 624291, 2012; actives 0.064% (n = 350,000); alpha7betagal myoblasts, beta-gal FDG fluorescence, 48 h; Potency, µM (highest dose often 38.3 µM), for inactives: at the top dose activation, most hits filed as activators;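 also: potency is read from the fitted curve at half-maximal effect; 100% = response of the positive control SU9516; nearly all actives have a fitted effect of over 60% in size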
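Alpha7betagal+/- myoblasts (passage 13) were plated 16-24 hr, then exposed to compounds (1:260 dilution of DMSO stock) for 48 hours at 37C. After MPER lysis, β-galactosidase reporter activity was read as FDG fluorescence (ex 480/em 540) after 30 minutes.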
CXXC DNA block = qHTS Fluorescence Polarization Assay for Inhibitors of MLL CXXC domain - DNA interaction | Histone-lysine N-methyltransferase 2A (Homo sapiens), Q03164 | MLL-CXXC / FITC-HOXA9 DNA fluorescence polarization | Potency, µM (highest dose often 115 µM), for the others: at the top dose activity change, negative = inhibition, usual class: inhibitors | actives 0.037% (n = 290,000); active = well fitted inhibition curve with a large enough effect in the polarisation, with a control signal flat, not every such curve was filed as active; inconclusive = small, poorly fitted or top-dose-only effect, or effect the other way, or a change in a side signal; inactive = no such curve, though single readings can be large or run the other way; the % refers to the polarisation; also: potency is read from the fitted curve at half-maximal effect
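Steps: dispense CXXC domain solution (7 uM) → pin compounds or unlabeled HOX-A9 DNA control → 5 min ambient → add FLSN-HOX-A9 solution (50 nM) → spin → 30 min ambient → fluorescence polarization. Tris pH 7.5/NaCl/DTT/BSA buffer.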
Menin-MLL TR inh = qHTS Assay for Inhibitors Targeting the Menin-MLL Interaction in MLL Related Leukemias: Competition With Texas Red Labeled MLL-derived Mutant Peptide; Menin + Texas Red MLL mutant peptide, fluorescence polarization; AID 1768, 2009; actives 0.23% (n = 270,000); Potency, µM (highest dose often 61.6 µM), without a hit: top-dose FP activity change, negative = inhibition, usual class: inhibitors; O00255; active = well fitted inhibition curve with a large enough effect in the polarisation, with a control signal flat, not every such curve was filed as active; inconclusive = small, poorly fitted or top-dose-only effect, or effect the other way, or a change in a side signal; inactive = no such curve, though single readings can be large or run the other way; the % refers to the polarisation; also: potency is read from the fitted curve at half-maximal effect; % of control where 0% means no effect; many of its hits are not listed in these tables
Target sequence (O00255 whole entry, looked up): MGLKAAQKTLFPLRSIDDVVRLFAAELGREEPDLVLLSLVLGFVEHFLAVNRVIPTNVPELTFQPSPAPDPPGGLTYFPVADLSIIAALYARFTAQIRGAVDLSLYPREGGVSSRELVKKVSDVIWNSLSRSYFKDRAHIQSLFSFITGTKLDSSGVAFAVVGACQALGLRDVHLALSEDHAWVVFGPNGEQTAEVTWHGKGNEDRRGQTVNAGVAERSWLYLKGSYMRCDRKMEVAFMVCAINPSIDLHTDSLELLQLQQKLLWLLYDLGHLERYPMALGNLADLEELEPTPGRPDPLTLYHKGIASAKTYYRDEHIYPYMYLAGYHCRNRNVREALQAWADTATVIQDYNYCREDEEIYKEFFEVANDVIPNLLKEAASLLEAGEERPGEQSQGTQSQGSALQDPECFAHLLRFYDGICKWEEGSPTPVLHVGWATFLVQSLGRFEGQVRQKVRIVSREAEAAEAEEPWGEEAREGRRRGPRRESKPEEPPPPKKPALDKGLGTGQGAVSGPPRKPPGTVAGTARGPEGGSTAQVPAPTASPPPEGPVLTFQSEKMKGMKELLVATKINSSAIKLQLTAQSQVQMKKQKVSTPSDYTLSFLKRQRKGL
TSHR antagonist = Antagonists of the Thyroid Stimulating Hormone Receptor: HTS campaign; activity change, negative = inhibition, % at 11.5 µM; actives 0.2% (n = 330,000); TSHR-expressing cells, TSH-stimulated cAMP HTRF, 2 h; stronger effect = lower value;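 active = activity change below a set negative limit, meaning inhibition stronger than a set level, cut at about -70% in these data; inconclusive = activity change between two set negative limits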; also: % is scaled to controls: 0 for no effect and ±100 for the full control effect
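Cell-based HTRF cAMP assay; TSHR cells + compound, TSH EC80 (4nM final), 2 h, 37 deg C. Lysis with anti-cAMP cryptate and cAMP-d2, 30 min RT, read 665/620 nm.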
MBNL1-CUG inh = qHTS Assay for Inhibitors of MBNL1-poly(CUG) RNA binding. TR-FRET MBNL1-His/biotin-(CUG)12 binding, 665/545 ratio. Potency, µM (series often up to 57.5 µM), inactives show at the top dose activity change, negative = inhibition, usual class: inhibitors. actives 0.036% (n = 280,000); active = well fitted inhibition curve with a large enough effect in the signal ratio, with a control signal flat, not every such curve was filed as active; inconclusive = small, poorly fitted or top-dose-only effect, or effect the other way, or a change in a side signal; inactive = no such curve, though single readings can be large or run the other way; the % refers to the signal ratio; also: potency is read from the fitted curve at half-maximal effect; % is scaled to controls: 0 for no effect and ±100 for the full control effect
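TR-FRET between His-tagged MBNL1 and biotin-(CUG)12 RNA, detected with Tb anti-His antibody (0.055 ng/ul) and streptavidin-XL665 (5 nM), 60 min at room temperature. Compounds titrated 92 nM to 58 uM; 665/545 nm ratio normalized to buffer and complex controls.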
A-T KAP1 phos = qHTS Assay for Identifying a Potential Treatment of Ataxia-Telangiectasia. […] A-T fibroblasts, KAP-1 phosphorylation AlphaLISA; neocarzinostatin DNA damage 30 min before lysis. Potency, µM (top dose mostly 57.5 µM), without a hit: top-dose activation, most hits filed as activators. actives 0.19% (n = 320,000); also: potency is read from the fitted curve at half-maximal effect; % of control where 0% means no effect; nearly all actives have a fitted effect of over 45% in size
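hTERT-immortalized A-T patient fibroblasts ([…]), 500 cells/well in OPTI-MEM, 1% FBS, got compounds for 60 min, then NCS for 30 min at 37C. Lysates were then assayed for phospho-KAP-1 by AlphaLISA (anti-pKAP1 donor, anti-KAP1 acceptor beads), 6 hr at 25C.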
S-ASM inh = Inhibitors of Secretory Acid Sphingomyelinase (S-ASM): qHTS. AID 504937, 2011. Potency, µM (highest dose often 57.5 µM), inactives show at the top dose activity change, negative = inhibition, usual class: inhibitors. actives 0.006% (n = 340,000). Sphingomyelin phosphodiesterase (Homo sapiens), P17405. placental ASM, HMU-PC fluorogenic substrate, 60 min; also: potency is read from the fitted curve at half-maximal effect
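Human placenta-derived ASM enzyme was preincubated with compound for 10 minutes at room temperature, then given fluorogenic substrate HMU-PC0 (9 uM final) for 60 minutes at 37 °C; a pH 10 stop preceded fluorescence reading at Ex 386/Em 447 nm.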
TCR activator = Activators of T cell receptors: qHTS campaign. primary human leukocytes, anti-CD3, IL-2 HTRF, 48 h. Potency, µM (doses to about 9.22 µM), without a hit: at the top dose activation of IL-2 secretion, most hits filed as activators. AID 504894, 2011. 330,000 tested, under 10 active; also: % of control where 0% means no effect
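IL-2 release read by HTRF sandwich (Eu cryptate donor, d2 acceptor, 665 nm emission) after 48 hr exposure of primary human leukocytes to compound together with anti-CD3 beads in the absence of co-stimulatory signals.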
An asterisk follows results filed as active; u = inconclusive; x = not tested or not shown; [ ] = another dose, or the depositor's remark. Unless noted, calls follow the shape of the dose curve; as a rule, active = well fitted curve in the direction sought with a large enough effect; inconclusive = small, poorly fitted or top-dose-only effect, or another doubt; inactive = no such curve, though single readings can be large; an effect the other way counts as inactive or inconclusive. The list is partial (hit frequency here may not be typical).

mol	TSG101-PTAP inh	Mito fusion yeast	Integrin act MD	CXXC DNA block	Menin-MLL TR inh	TSHR antagonist	MBNL1-CUG inh	A-T KAP1 phos	S-ASM inh	TCR activator
CC1=NN(C(C#N)c2ccc(F)cc2)C(C)(C)C1 (stereo not drawn)	0%	-2%	21%	5%	6%	-5	-6%	0%	1%	9%
CCS(=O)(=O)N1CCN(C(=O)CC(C)C)CC1	-7%	-4%	17%	-4%	8%	8	-3%	5%	0%	-11%[46.1 µM]
O=C(Nc1cccc(C(=O)N2CCOCC2)c1)c1cncc(Br)c1	-6%	5%	6%	3%	2%	x	-6%	x	0%	1%
CC(NC(=O)c1ccccc1)c1nc2ccccc2n1Cc1ccccc1F (stereo not drawn)	x	0%	x	-3%	u	5	3%	-4%	x	x
Cc1ccc(NC(=O)CN(C)S(=O)(=O)c2cccc3nsnc23)cc1Cl	-5%	18%	11%	13%	u	-7	u	-7%	-3%	x
CCO[C@H]1OC(C(=O)N2CCN(Cc3ccc4c(c3)OCO4)CC2)=C[C@@H](C2CCCCC2)[C@@H]1CCCO	x	6%	-6%	-3%	u	2	11%	5%	0%	0%
CS(=O)(=O)Nc1ccc(C(=O)CC(=O)Nc2ccc([N+](=O)[O-])cc2)cc1	-2%	2%	u	-1%	u	-1	u	7%	-17%	0%
Cc1ccnc(SCC(=O)N2CCN(c3ccccc3)CC2)n1	-9%	0%	-7%	13%	8%	-4	0%	-1%	5%	5%[46.1 µM]
Cc1ccc(C(=O)Nc2ccc(F)cc2)o1	-4%	0%	19%	13%	-6%	-3	6%	5%	-1%	1%[46.1 µM]
COc1ccc(S(=O)(=O)N2CCN(c3ccccc3)CC2)cc1	-4%	15%	u	21%	7%	-7	-9%	6%	3%	-4%
Cc1cccc(C)c1Oc1nc(-c2ccccc2)ncc1S(=O)(=O)c1ccccc1	-2%	-3%	9%	1%	18%	0	1%	1%	-1%	2%
CCc1ccc2nc(N(CCCN(C)C)C(=O)c3ccc(S(=O)(=O)N4CCCC4)cc3)sc2c1	-2%	-14%	-37%	-5%	x	13	-5%	7%	-5%	0%
COc1ccc(CCNC(=O)CSc2ccc(NC(C)=O)cc2)cc1OC	0%	-1%	-26%	8%	3%	-6	-10%	2%	1%	3%
Nc1nc(=O)n(C2CCCCO2)cc1Br (stereo not drawn)	0%	x	1%	x	x	x	x	x	2%	3%
S=C(Nc1cccnc1)N1CCCCC1	-1%	-2%	10%	-5%	0%	6	1%	3%	1%	3%
Cc1nnc(SCc2nc3ccccc3s2)n1N	0%	6%	6%	7%	10%	1	-8%	7%	2%	-1%
COc1ccc(OCC(O)CN2C(=O)c3ccccc3C2=O)cc1 (stereo not drawn)	-9%	2%	2%	u	0%	-4	21%	2%	5%	5%
CC(=O)Nc1ccc(-c2ccc(NC(C)=O)cc2)cc1	-3%	2%	-12%	3%	5%	-9	x	-3%	1%	0%
c1ccc2sc(N3CCN(Cc4nnnn4CC4CCCO4)CC3)nc2c1 (stereo not drawn)	-1%	-1%	41%[7.66 µM]	-14%	-16%	-1	-11%	-5%	-3%	x
Cc1ccc(C(C)n2cc(C(=O)NCc3ccccn3)nn2)cc1 (stereo not drawn)	-5%	16%	-30%	0%	13%	-2	-5%	-2%	4%	7%
COC(=O)C1CN(C(=O)COc2ccc(Cl)cc2Cl)c2ccccc2O1 (stereo not drawn)	-11%	-8%	0%	-10%	-6%	-8	-6%	12%	1%	4%
COc1cccc(CN(C)C(=O)c2cc(COc3ccc(-n4cncn4)cc3)on2)c1	-6%	-4%	-10%	1%	16%	-16	0%	12%	0%	7%
Cc1[nH]c2ccccc2c1C(O)CN1CCC2(CC1)OCCO2 (stereo not drawn)	-2%	1%	-27%	-9%	x	8	x	-3%	0%	-7%
COc1ccc2nc(/C(C#N)=C\c3ccc(Oc4ccc([N+](=O)[O-])cn4)cc3)[nH]c2c1	0%	0%	-36%	11%	23%	-12	u	1%	-3%	5%[46.1 µM]
CCOC(=O)CNC=C(C(=O)OCC)C(=O)OCC	-1%	-8%	15%	2%	10%	1	-3%	1%	1%	9%
C=CCc1cc(C)ccc1OCC(O)CN1CCN(c2ccccc2)CC1 (stereo not drawn)	-3%	13%	0%	-2%	-22%	19	-26%	10%	1%	3%
CCOc1ccc(S(=O)(=O)/N=C(/Nc2ccc(S(N)(=O)=O)cc2)c2ccccc2)cc1	-1%	x	0%	x	x	x	x	-1%	0%	x
CCC(CC)C(=O)N1CC(=O)Nc2ccc(F)cc2C1c1ccc(F)cc1 (stereo not drawn)	0%	-3%	-15%	0%	-10%	-8	9%	11%	0%	-4%
CCS(=O)(=O)N1CCN(c2ncnc3sc(C)c(C)c23)CC1	-5%	4%	3%	-7%	-5%	-1	-2%	-1%	1%	4%
CCOc1ccc(C(=O)NCC(c2cccs2)N(C)C)cc1OCC (stereo not drawn)	2%	-4%	1%	10%	-13%	3	-22%	0%	-1%	-4%[46.1 µM]
O=C(/C=C/c1cccs1)N1CCC2(CC1)Oc1ccc(F)cc1C(=O)C21CC(c2ccc(Cl)cc2)=NO1 (stereo not drawn)	-4%	5%	8%	-6%	x	4	-8%	-14%	1%	0%
CC(=O)C1=C(C)NC(SCC(=O)c2ccc(Cl)c(Cl)c2)=C(C#N)C1c1ccco1 (stereo not drawn)	5%	u	-34%	-12%	u	x	u	7%	-10%	11%
CN(Cc1cc(Cl)cc(Cl)c1)CC(C(=O)c1ccccc1)c1ccccc1 (stereo not drawn)	-1%	x	-53%[inhibitor]	x	x	x	x	x	-1%	-2%
CCOc1ccc(S(=O)(=O)N(CC)CC(=O)NCc2ccccn2)cc1C	-1%	1%	-282%[inhibitor]	25%	u	-2	-3%	-6%	0%	0%
C[C@@H](NC(=O)Cn1ccc(NC(=O)OCc2ccccc2)nc1=O)c1cccc2ccccc12	-3%	1%	20%	x	x	-26	x	-13%	-12%	5%
Cc1cc(C(=O)N2CCCC(C(=O)c3ccc4ccccc4c3)C2)nn1C (stereo not drawn)	1%	4%	-15%	1%	-16%	1	13%	-2%	-1%	0%
CC(=O)c1ccc(N2CCN(C(C)C(=O)NC3CCCc4ccccc43)CC2)cc1 (stereo not drawn)	0%	3%	6%	7%	-15%	-9	-7%	-2%	0%	3%[46.1 µM]
Cc1occc1C(=O)NCc1ccccc1F	x	0%	-15%	19%	-7%	-4	1%	-1%	0%	x
COc1cc([N+](=O)[O-])ccc1NC(=O)COC(=O)c1ccc(NC(N)=O)cc1	0%	9%	13%	14%	x	-2	6%	-4%	-2%	-8%
O=c1[nH]c(N2CCCCC2)nc2c1CCCC2	-2%	3%	4%	2%	-19%	-4	-2%	-4%	5%	-1%
COC(=O)COc1ccc(S(=O)(=O)N2CCN(c3ccccc3F)CC2)cc1	-4%	-5%	19%	7%	8%	-23	13%	3%	0%	7%
CCn1c(Cc2ccccc2)nnc1SCC(=O)Nc1ccc(N2CCOCC2)c(Cl)c1	-1%	-1%	3%	7%	-1%	-11	-8%	0%	-1%	-6%
C=CCOC(=O)COc1ccc2c(C)c(CC)c(=O)oc2c1	-4%	-2%	8%	3%	-9%	-9	3%	16%	-3%	-1%
Cc1ccc(C)c(Oc2coc3cc(OCC(=O)Nc4ccccc4C(C)C)ccc3c2=O)c1	x	u	x	2%	-1%	-8	-4%	-1%	x	-1%[46.1 µM]
CC1=CSC2=NC(=O)/C(=C/c3cccc(OC(=O)c4ccco4)c3)C(=N)N12	-1%	1%	7%	0%	8%	-3	13%	-1%	-3%	3%[46.1 µM]
COC(=O)c1c(C)[nH]c(C(=O)NCc2ccco2)c1C	-2%	-2%	13%	13%	0%	-5	-2%	3%	7%	-4%

From PubChem BioAssay
